High-throughput results as filed in PubChem BioAssay.
mlh1 rad18: NCI yeast anticancer drug screen, S. cerevisiae mlh1 rad18 strain; % growth inhibition at 50 µM; 11% of 79,000 active;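 also: 0% = growth of vehicle-only cultures of the same strain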
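Steps: expose repair-defective yeast to compound; measure growth; express inhibition against vehicle-treated controls.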
yeast mec2-1: NCI yeast anticancer drug screen, S. cerevisiae mec2-1 strain. growth inhibition, % at 50 µM. 9% of 79,000 active. AID 157, 2004;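 also: 0% = growth of vehicle-only cultures of the same strain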
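mec2-1 yeast strain, carrying an alteration in DNA damage repair or cell cycle control, was exposed to compounds; growth inhibition was measured relative to vehicle-treated controls.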
bub3: NCI yeast anticancer drug screen, S. cerevisiae bub3 mutant strain; % growth inhibition at 50 µM; 9.9% of 78,000 active;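 also: 0% = growth of vehicle-only cultures of the same strain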
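Steps: expose the mutant yeast strain to compound; grow alongside vehicle-treated cultures; measure growth; express inhibition against the vehicle cultures.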
yeast sgs1 mgt1: NCI yeast anticancer drug screen, S. cerevisiae sgs1 mgt1 strain; % growth inhibition at 50 µM; 10% of 78,000 active;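 also: 0% = growth of vehicle-only cultures of the same strain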
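Read-out: growth inhibition vs vehicle controls. Cells: mutant yeast strain deficient in DNA damage repair.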
cln2 rad14: NCI yeast anticancer drug screen, S. cerevisiae cln2 rad14 strain; AID 165, 2004; 8.3% of 78,000 active; growth inhibition, % at 50 µM;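 also: 0% = growth of vehicle-only cultures of the same strain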
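Compounds are applied to the cln2 rad14 yeast strain, and growth is then compared with that of vehicle-treated cultures to give inhibition.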
rad50: NCI yeast anticancer drug screen, S. cerevisiae rad50 strain; % growth inhibition at 50 µM; 10% of 79,000 active; AID 155, 2004;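 also: 0% = growth of vehicle-only cultures of the same strain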
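Yeast carrying a defined DNA repair defect were exposed to test compounds, and growth was compared with vehicle-treated controls to give percent inhibition.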
An asterisk follows results filed as active; & = joins results of further samples; ! = not active in a repeat. Rule as the data show it: active = growth inhibition above about 70%; inactive = the rest.

SMILES,bub3,yeast sgs1 mgt1,yeast mec2-1,rad50,mlh1 rad18,cln2 rad14
CC(=O)C(=Cc1ccc(O)cc1)C(C)=O,-19,-9,-16,-26,1,-1
Clc1ccc2c(c1)nc(-c1ccccn1)n2CCc1ccncc1,-13,2,0,4,14,-16
NCCNC[Si](c1ccccc1)(c1ccccc1)c1ccccc1,18,8,-21,8,11,5
O=C(NNc1ccc(F)cc1)C12CC3CC(CC(C3)C1)C2,98*,53,18,98*,27,27
CCCCCCCCS(=O)(=O)N(C)C,-31,0,-25,-19,-15,-28
Cc1ccc(NC(=O)c2cccc(C(=O)Nc3ccc(C)c(Cl)c3)c2)cc1Cl,-6,-11,-17,-28,9,-35
N#C/C(=C\c1c[nH]c2ccccc12)C(N)=O,-7,7,-7&5,2&14,6&22,19
CC(=O)Oc1c(Br)cc(C(=O)c2ccccc2C(=O)c2cc(Br)c(OC(C)=O)c(Br)c2)cc1Br,12,22,26,14,14,-16
CC(=O)CCC(C)C1CCC2C3CCC4CCCCC4(C)C3CCC12C (stereo not drawn),-2,-8,-3,7,-2,14
Cc1cc(N=C2C=CC(=O)C=C2)ccc1O,16,30,22,41,26,10
COc1nc(C(=O)O)c(Cl)c(OC)c1Cl,-40,-41,-22,-35,-35,-5
CC1=CC(=O)c2c(O)ccc(O)c2C1=O,8,15,-6,14,9,19
Cc1ccc(S(=O)(=O)N2/C=C\CN(S(=O)(=O)c3ccc(C)cc3)/C=C\C2)cc1,1,17,-3,22,13,22
O=C(CNc1nncs1)NO,-1,0,-9,15,-2,1
Cc1cn(C2OC(C)(CO)C(O)C2O)c(=O)[nH]c1=O (stereo not drawn),-3,-51,-35,-27,-36,0
CCOC(=O)CC1(N)CC2c3ccccc3OC(=O)C2C(=O)N1 (stereo not drawn),-3,6,15,11,-34,0
CC1(CO)CCCC2(C)C3=C(CCCC3)CCC12 (stereo not drawn),42,46,52,-4,46,10
CC(=O)OCC1OC(OC(C)=O)C(NC(=S)N(C)N=O)C(OC(C)=O)C1OC(C)=O (stereo not drawn),-19,-17,-8,1,-40,12
CC(=O)Nc1ccc(O)c(C)c1,-15,-26,3,11,-1,-22
Cc1cc2c(cc1C)[n+]([O-])c(-c1c(Cl)cccc1Cl)c(N)[n+]2[O-],94*,79*,45,83*,94*,69
FC(F)(F)C(F)(F)C(F)(F)c1n[nH]c(C(F)(F)C(F)(F)C(F)(F)F)n1,18,33,15,13,0,3
O=[N+]([O-])c1ccc2c(Cl)c3ccccc3nc2c1,34,2,24,20,17,18
O=C1C2=C(CCCC2)C(=O)c2ccccc21,60,28,14,25,68,-30
Nc1cnn(C2OC(CO)C(O)C2O)c(=O)n1 (stereo not drawn),-9,10,2,6,-10,12
Cc1nc(N)nc(C)c1N=Nc1cc(Cl)cc(Cl)c1,10,-2,4,-27,-8,-33

Seven compounds from above with just mlh1 rad18 and rad50.
structure,mlh1 rad18,rad50
O=C(CNc1nncs1)NO,-2,15
Cc1cn(C2OC(C)(CO)C(O)C2O)c(=O)[nH]c1=O (stereo not drawn),-36,-27
CCOC(=O)CC1(N)CC2c3ccccc3OC(=O)C2C(=O)N1 (stereo not drawn),-34,11
CC1(CO)CCCC2(C)C3=C(CCCC3)CCC12 (stereo not drawn),46,-4
CC(=O)OCC1OC(OC(C)=O)C(NC(=S)N(C)N=O)C(OC(C)=O)C1OC(C)=O (stereo not drawn),-40,1
CC(=O)Nc1ccc(O)c(C)c1,-1,11
Cc1cc2c(cc1C)[n+]([O-])c(-c1c(Cl)cccc1Cl)c(N)[n+]2[O-],94*,83*

Next entries:
SMILES,bub3,yeast sgs1 mgt1,yeast mec2-1,rad50,mlh1 rad18,cln2 rad14
O=C(Oc1cccnc1)c1cccnc1,-7,18,-3,6,-2,7
O=C(CCCl)Nc1ccc(CCC(=O)c2ccccc2NC(=O)CCCl)cc1,11,82*,64,69,54,28
CC1=CC=C2c3ccccc3C=CN2C(=O)C1,27,21,-9,-10,34,-14
CC(=O)Nc1nc(N)c2ncn(C3OC(C(O)CO)C(O)C3O)c2n1 (stereo not drawn),10&-10,2&3,-8&0,-4&2,-12&19,-80&54
O=C(CCl)NC(=O)NC1=C(Cl)C(=O)c2ccccc2C1=O,98*,98*,99*,98*,98*,98*
O=C1Nc2ccc(Br)cc2C1=Nc1cccnc1,87*,38,39,32,35,10
CCCCCCC(C)Cl (stereo not drawn),6,16,-6,19,1,24
NC1=NCC(CN2CCCCC2)O1 (stereo not drawn),-8,-4,2,7,6,-2
CCCCCCCCCCCCCO,1,-21,-5,16,11,-45
CCc1cccc(C(=O)O)c1O,-42,-21,-29,-28,-13,-19
CC(=O)OCC1OC(n2c(=O)n(-c3ccccc3)c(=O)c3cc(Br)cc(Br)c32)C(OC(C)=O)C(OC(C)=O)C1OC(C)=O (stereo not drawn),5,-25,-26,-11,-4,9
CC(=O)c1c(O)c(C)c(O)c2c1OC1=CC(=O)C(C(C)=O)C(=O)C12C (stereo not drawn),13&25&30,-25&24&28,-20&17&21,0&29&31,-26&32&24,-19&23&37
O=C(CNC(c1ccccc1)(c1ccccc1)c1ccccc1)NC1CCCCC1NC(=O)CNC(c1ccccc1)(c1ccccc1)c1ccccc1 (stereo not drawn),-13,-20,-19,-26,-35,3
O/N=C1\CC2(N3CCOCC3)CCC1(Cc1ccccc1)CC2,39,60,53,36,49,56
O=C1OC(=O)C2Cc3ccccc3CC12 (stereo not drawn),12,25,26,35,14,14
Cc1csc2nc(-c3ccco3)nn12,-13,5,-24,-3,4,16
OC1CC(O)O[C@H](c2ccccc2)C1 (stereo partly drawn),-8,4,-8,1,-7,-3
CC(=O)Nn1cnc(C(=N)C#N)c1N,-1,-6,-6,-27,-3,12
COc1ccc(OC)c(C(N)=O)c1,1,-1,14,0,-2,1
O=C1CCCC/C1=C\c1ccc([N+](=O)[O-])cc1,22,29,28,28,40,10
CN(C(=O)c1ccc(Cl)cc1)C(=S)N1CCN(c2ccccn2)CC1,-14,-37,-34,-66,-44,-4
CN(C)Cc1ccc(C(O)(c2ccccc2)c2ccc(CN(C)C)cc2)cc1,-2,-1,-16,4,-6,-64
O=C(O)c1cc(=O)c2ccccc2[nH]1,8,1,8,4,18,6
COc1cccc2c1C1(O)C2CCCCCCCCCC12OCCCO2 (stereo not drawn),-31,-43,-13,-14,-27,-7
CC(C#N)C(c1ccccc1)c1ccccc1 (stereo not drawn),-14,6,15,13,-6,12

Single values from above:
CC(C#N)C(c1ccccc1)c1ccccc1 (stereo not drawn) in yeast mec2-1 is entered as 15
O=C(CCl)NC(=O)NC1=C(Cl)C(=O)c2ccccc2C1=O in rad50 is entered as 98*
CC(=O)Nc1nc(N)c2ncn(C3OC(C(O)CO)C(O)C3O)c2n1 (stereo not drawn) in bub3 is entered as 10&-10
NC1=NCC(CN2CCCCC2)O1 (stereo not drawn) in bub3 is entered as -8
CCCCCCCCCCCCCO in mlh1 rad18 is entered as 11
CC(=O)c1c(O)c(C)c(O)c2c1OC1=CC(=O)C(C(C)=O)C(=O)C12C (stereo not drawn) in yeast sgs1 mgt1 is entered as -25&24&28

The list goes on.
SMILES,bub3,yeast sgs1 mgt1,yeast mec2-1,rad50,mlh1 rad18,cln2 rad14
CC/C(C)=N\NC(N)=S,-3,-13,-11,8,18,-40
O=C1c2ccccc2C(=O)N1CCC[P+](c1ccccc1)(c1ccccc1)c1ccccc1,46,54,25,49,39,7
CC(NC(=O)c1cnc2ccccc2n1)C(=O)O (stereo not drawn),4,-30,-24,-19,-25,-16
Cc1ccc(S(=O)(=O)CCOC(=O)Nc2ccccc2)cc1,-15,2,13,2,12,-12
CC(c1ccccc1)c1ccc(O)cc1 (stereo not drawn),66&40,86*!,81*!,87*!,92*!,65&25
COC(=O)c1ccccc1SC,-16,-3,-7,-12,-15,-21
CC(C)(C)NC(=O)Oc1ccc(-c2ccccc2)cc1Cl,99*,99*,100*,99*,99*,98*
C[C@H](N)C(=O)NCCNC(=O)[C@H](C)N,-10,-9,-7,7,17,20
Nc1scc[n+]1CCC(=O)O,7,21,8,25,31,12
OC1CC2C=CC1CC2 (stereo not drawn),25,2,10,15,14,13
Cc1ccnc(NC(=O)CCc2ccccc2)c1,-13,-10,-17,-12,-6,-32
Cc1ccc(C(=O)C[n+]2ccccc2)c(O)c1,5,9,-10,-5,14,-38
CN(C)Cc1cc(N=Nc2ccccc2)cc(CN(C)C)c1O,19,-22,-31,-25,-16,-2
CC1=C(C)OP(=O)(O)O1,-8&-7,-4&-7,-11&-16,16&10,17&15,-38&-40
Cc1ccc(C(=O)OCC(C)C)s1,-7,-26,1,-7,13,-41
CCOC(=O)C(=O)Nc1cc(C)no1,-25,-7,10,5,-2,-26
CSc1nc(SCc2ccccc2)[nH]c(=O)n1,18,30,36,15,12,13
c1csc(-c2cc(-c3ccsc3)c(-c3ccsc3)s2)c1,-16,-34,-48,-38,-9,-5
NC(=O)c1csc(C2O[C@@H](COP(=O)(O)OP(=O)(O)OC[C@H]3OC(n4cnc5c(N)ncnc54)[C@H](O)[C@@H]3O)[C@H](O)[C@@H]2O)n1 (stereo partly drawn),3,-1,-1,29,11,-37
Nc1ccc(N=Nc2ccncc2)c2ccccc12,28,4,22,32,20,-15
Nc1cccc[n+]1N,-13,6,-5,14,45,60
CC(C)c1ccc(CN(CCO)Cc2ccc(C(C)C)cc2)cc1,99*,97*,76*,97*,82*,77*
CC(=O)c1cccc(C(F)(F)F)c1,-16,-8,-9,16,-20,-3
CCN(CC)C1CCC(N)CC1 (stereo not drawn),-2,-3,-2,-8,-16,2
O=C(O)Cn1cc([N+](=O)[O-])c(=O)c2ccccc21,-7,-7,1,-2,-40,3

Laid out differently: results already given.
> CC(=O)Nn1cnc(C(=N)C#N)c1N
  bub3 = -1
  yeast sgs1 mgt1 = -6
  yeast mec2-1 = -6
  rad50 = -27
  mlh1 rad18 = -3
  cln2 rad14 = 12
> O=C1C2=C(CCCC2)C(=O)c2ccccc21
  bub3 = 60
  yeast sgs1 mgt1 = 28
  yeast mec2-1 = 14
  rad50 = 25
  mlh1 rad18 = 68
  cln2 rad14 = -30

New compounds follow.
SMILES,bub3,yeast sgs1 mgt1,yeast mec2-1,rad50,mlh1 rad18,cln2 rad14
CCCCCCCCCCCCCCCCCC[Si](c1ccccc1)(c1ccccc1)c1ccccc1,-12,-8,18,-4,8,8
COc1cccc2c1CCCC2,-16,-33,9,4,-18,44
Cc1ccc(S(=O)(=O)NC(=O)NC(C)C(=O)O)cc1 (stereo not drawn),2,-13,-6,-1,-8,0
O=C(NC(NC(NC(=O)c1ccc([N+](=O)[O-])cc1)c1ccc([N+](=O)[O-])cc1)c1ccc([N+](=O)[O-])cc1)c1ccc([N+](=O)[O-])cc1 (stereo not drawn),-5,2,-10,3,-8,-25
